Compound activity: PubChem, several laboratories
ERb SRC1 inh – ER-beta (human) coactivator binding inhibition. inhibition, % at 25.6 µM. Q92731. TR-FRET ER-beta LBD / SRC1-Cy5 peptide binding; receptor agonist-loaded with 1 µM estradiol. 86,000 compounds, 1.3% hits;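 active = compounds whose percent inhibition of the receptor-coactivator binding signal exceeds about 50% in the single-dose screen, limit read from the data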;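 note: 0% = receptor plus peptide wells without compound and 100% = peptide-only wells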
Target sequence (Q92731 whole entry, looked up, the tested form may be a part): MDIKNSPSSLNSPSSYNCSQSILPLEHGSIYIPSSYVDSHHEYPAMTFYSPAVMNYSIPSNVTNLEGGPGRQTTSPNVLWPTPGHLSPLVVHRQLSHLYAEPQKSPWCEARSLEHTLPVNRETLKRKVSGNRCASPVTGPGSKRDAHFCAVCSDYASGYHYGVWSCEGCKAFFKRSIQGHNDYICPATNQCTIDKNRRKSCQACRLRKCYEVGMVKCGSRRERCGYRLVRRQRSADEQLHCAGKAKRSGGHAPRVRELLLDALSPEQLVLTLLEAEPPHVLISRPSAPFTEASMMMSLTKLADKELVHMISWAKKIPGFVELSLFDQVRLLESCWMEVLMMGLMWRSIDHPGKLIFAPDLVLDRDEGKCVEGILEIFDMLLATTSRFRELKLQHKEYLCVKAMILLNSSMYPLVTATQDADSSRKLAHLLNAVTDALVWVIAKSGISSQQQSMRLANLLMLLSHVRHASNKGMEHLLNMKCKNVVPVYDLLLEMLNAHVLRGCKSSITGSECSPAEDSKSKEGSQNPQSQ
Smad3 FoxH1 inh – blocks human Smad3 binding to FoxH1 peptide | P84022 | inhibition, % at 25 µM | AID 630 | 88,000 compounds, 0.29% hits | TR-FRET Smad3/Dy647-FoxH1 peptide binding, europium anti-His;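 active = compounds that reduce the energy-transfer binding signal between the protein and its labelled peptide by more than half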;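 note: 0% = Smad3 plus labelled peptide maximal FRET and 100% = peptide-only background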
Target sequence (P84022 whole entry, looked up): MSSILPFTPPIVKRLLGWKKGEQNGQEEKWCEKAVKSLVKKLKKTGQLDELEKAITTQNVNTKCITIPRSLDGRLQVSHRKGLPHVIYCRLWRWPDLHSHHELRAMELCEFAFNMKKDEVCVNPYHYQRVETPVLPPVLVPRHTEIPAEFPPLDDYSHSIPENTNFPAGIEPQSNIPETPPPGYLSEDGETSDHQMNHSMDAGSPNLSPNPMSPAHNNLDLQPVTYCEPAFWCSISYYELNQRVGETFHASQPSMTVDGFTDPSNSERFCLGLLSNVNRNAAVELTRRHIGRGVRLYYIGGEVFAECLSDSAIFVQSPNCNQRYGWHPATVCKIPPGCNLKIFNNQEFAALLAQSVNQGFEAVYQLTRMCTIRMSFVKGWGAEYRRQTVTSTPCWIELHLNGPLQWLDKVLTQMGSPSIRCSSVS
VCAM1 TNFa inh – reduces TNF alpha induced VCAM1 expression in HUVEC; HUVEC TNFa-induced VCAM-1 immunofluorescence, high-content imaging; inhibition, % at 2 µM; 95,000 compounds, 0.48% hits;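 active = inhibition above the batch mean plus 3 SD, with images confirmed as a hit by eye, cut at about 37% in these data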;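 note: 0% = TNF-stimulated DMSO wells and 100% = unstimulated control wells; not every result past the cut was called active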
HUVEC tox IL1B – toxic to HUVEC cells under IL-1B stimulation; HUVEC cell count loss, Hoechst imaging, IL-1B stimulated; cell count reduction, % at 2 µM; 94,000 compounds, 0.41% hits; AID 845;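 active = cell count reduction more than 3 SD above the screen-wide mean, cut at about 70% in these data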;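 note: normalized per plate to untreated control cells as the no-loss baseline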
cytoskel mod – alters cytoskeleton assembly in HUVEC cells; inhibition, % at 2 µM; 91,000 compounds, 0.18% hits; HUVEC TNFa F-actin phalloidin imaging, high content;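 active = inhibition above the batch mean plus 3 SD and confirmed as a hit by visual image inspection, cut at about 30% in these data, passing the limit was not always enough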; note: strong numbers were not always called active
HUVEC tox TNFa – HUVEC cytotoxicity counter-screen, TNF alpha stimulated. cell count reduction, % at 2 µM. 93,000 compounds, 0.17% hits. AID 848. HUVEC TNFalpha-stimulated, Hoechst cell count, imaging;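 active = cell count reduction exceeding the screen mean by over 5 SD, scaled to untreated wells per plate, cut at about 78% in these data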;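 note: cells counted after 24 h of TNF alpha exposure following the 1 h pretreatment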
sEH inh – blocks human soluble epoxide hydrolase activity; P34913; inhibition, % at 2 µM; recombinant human sEH enzymatic activity assay; 91,000 compounds, 0.34% hits; in the data active = inhibition above about 80%; note: values of inactives mirror those of a sister screen read the other way; many of its hits are not listed in these tables
sEH activator – increases human soluble epoxide hydrolase activity. P34913. purified human sEH enzymatic activity, activator screen. activation, % at 2 µM. 91,000 compounds, 0.04% hits. AID 717; in the data active = activation above about 37%; note: values of inactives mirror those of a sister screen read the other way
Calb biofilm kill – kills Candida albicans biofilms; AID 834; 85,000 compounds, 0.14% hits; inhibition, % at 6 µM; C. albicans biofilm + clotrimazole, Alamar Blue;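 active = inhibition above 20%; inactive = inhibition below 20%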;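 note: preformed 24 hr biofilms exposed to compound for 48 hr; 0% = biofilm without compound and 100% = blank killed by clotrimazole plus chlorhexidine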
* marks the source's active call; other numbers are inactive results; . = not tested or not shown; [ ] = another dose, or the depositor's remark. Some of the compounds tested. The share of hits here may be higher or lower than overall.

#1 Cc1ccc(OCCSc2ncnc3nc[nH]c23)cc1
#2 O=C(NCc1ccccn1)c1ccc(=O)oc1
#3 COc1ccc(C2C3=C(Nc4ncnn42)c2ccccc2CC3)cc1OC (stereo unspecified)
#4 COCCNS(=O)(=O)c1cc(Br)ccc1OC
#5 O=c1/c(=C/c2cccc3ccccc23)sc2ncnn12
#6 Cc1nc2nc(-c3ccccc3)cc(=O)n2[nH]1
#7 Cc1nn(C)cc1CNC(=O)C1C2CCC(O2)C1C(=O)O (stereo unspecified)
#8 O=C(CSc1n[nH]c(-c2ccccc2)n1)NC(=O)NCc1ccco1

Assay by compound,1,2,3,4,5,6,7,8
ERb SRC1 inh,-3[fluorescence artefact?],-2,-7,1[fluorescence artefact?],2,3[fluorescence artefact?],-3,.
Smad3 FoxH1 inh,-3,8,12,4,2,7,-2,.
VCAM1 TNFa inh,-5,-5,14,-36,4,11,3,11
HUVEC tox IL1B,-8,-31,-23,6,-2,-17,10,-18
cytoskel mod,.,-38,-11,-3,-19,-17,35,-6
HUVEC tox TNFa,-12,4,-18,-4,5,-34,-11,-12
sEH inh,10,16,.,-19,-1,-2,18,8
sEH activator,-14,-17,.,16,1,1,-15,-5
Calb biofilm kill,1,10,6,5,10,4,.,.

#9 CNc1nc2c(c(=O)n(C)c(=O)n2C)n1Cc1ccccc1
#10 CN(c1cccc(NC(=O)CSc2ccc(Cl)cc2)c1)S(C)(=O)=O
#11 Cc1ccc(S(=O)(=O)N/N=C/C(C)(C)CO)cc1
#12 Cc1ccc(S(=O)(=O)N2CCN(c3cc4c(cc3[N+](=O)[O-])n(C)c(=O)n4C)CC2)cc1
#13 COc1cc(OC)nc(NC(=O)CS(=O)(=O)c2ccccc2)n1
#14 O=C(O)C1CCN(C(=O)NC2CCCCC2)CC1
#15 O=C(Nc1nncs1)c1ccccc1Br
#16 [O-][n+]1onc2c1CCc1nnccc1-2

Assay by compound,9,10,11,12,13,14,15,16
ERb SRC1 inh,-12,8[fluorescence artefact?],.,.,.,-4[fluorescence artefact?],2,13
Smad3 FoxH1 inh,-1,-8,.,.,.,7,4,6
VCAM1 TNFa inh,24,16,6,-13,3,5,-8,-1
HUVEC tox IL1B,-16,-55,3,-18,-3,-5,-17,9
cytoskel mod,33,-8,21,-22,9,22,-7,8
HUVEC tox TNFa,12,-17,-39,48,-6,-17,2,-2
sEH inh,7,3,-14,-2,5,8,10,-6
sEH activator,-7,-1,12,0,-6,-7,-6,6
Calb biofilm kill,-2,5,.,.,.,8,9,6

#17 CCOc1ccc(CN=C(N)N=C(N)N)cc1Cl
#18 CC1CCN(C(=O)CSc2nc3ccccc3c(=O)n2Cc2ccc3c(c2)OCO3)CC1
#19 COc1ccc(CN2CC(C(=O)NCCCN3CCCCCC3)CC2=O)cc1 (stereo unspecified)
#20 COc1cc2[nH]c(=S)n(NC(=O)CC(C)C)c(=O)c2cc1OC
#21 CN(C)S(=O)(=O)c1cccc(NC(=O)c2cc3ccccc3o2)c1
#22 N#Cc1nc(-c2ccco2)oc1NCc1cccnc1
#23 C=CCNC(=O)CCCOc1ccc(C)cc1
#24 Cc1nnc(SCC(=O)n2c3c(c4ccccc42)CCCC3)s1

Assay by compound,17,18,19,20,21,22,23,24
ERb SRC1 inh,.,5[fluorescence artefact?],22[fluorescence artefact?],-8,.,5[fluorescence artefact?],-5,8
Smad3 FoxH1 inh,.,-4,14,1,.,-3,-3,5
VCAM1 TNFa inh,4,-23,-48,1,3,24,-1,4
HUVEC tox IL1B,.,16,-3,11,13,-68,-1,-44
cytoskel mod,3,14,22,-5,10,7,-23,3
HUVEC tox TNFa,4,3,-52,-13,-19,-13,-11,-7
sEH inh,7,-12,-10,-2,-9,13,4,-21
sEH activator,-7,13,9,4,8,-10,-9,17
Calb biofilm kill,.,10,5,3,.,5,3,8

Entries of single compounds, quoted from the list. Order of screens: ERb SRC1 inh, Smad3 FoxH1 inh, VCAM1 TNFa inh, HUVEC tox IL1B, cytoskel mod, HUVEC tox TNFa, sEH inh, sEH activator, Calb biofilm kill
`COc1cc2[nH]c(=S)n(NC(=O)CC(C)C)c(=O)c2cc1OC` is entered as -8, 1, 1, 11, -5, -13, -2, 4, 3
`Cc1nnc(SCC(=O)n2c3c(c4ccccc42)CCCC3)s1` is entered as 8, 5, 4, -44, 3, -7, -21, 17, 8
`N#Cc1nc(-c2ccco2)oc1NCc1cccnc1` is entered as 5[fluorescence artefact?], -3, 24, -68, 7, -13, 13, -10, 5

More structures
#25 COc1ccccc1N1CCN(C(c2cc3cc(C)ccc3[nH]c2=O)c2nnnn2C2CCCC2)CC1 (stereo unspecified)
#26 Cc1ccccc1C(=O)N1CCN(c2ccc(NC(=O)CSc3ccc(Cl)cc3)cc2)CC1
#27 O=C(c1ccccc1)c1cnc(Nc2ccc(Cl)c(Cl)c2)s1
#28 COc1cccc(-n2nnnc2S(C)(=O)=O)c1
#29 COCCCNS(=O)(=O)c1ccccc1
#30 COc1ccc(Cc2nc(N)nc(N)n2)cc1
#31 CCOc1cccc(/C(O)=C2/C(=O)C(=O)N(Cc3cccnc3)C2c2ccco2)c1 (stereo unspecified)
#32 O=c1c(-c2ccco2)[n+]([O-])c2ccccc2n1OCc1ccccc1F

Assay by compound,25,26,27,28,29,30,31,32
ERb SRC1 inh,7,.,.,-10,-8,6,9,2
Smad3 FoxH1 inh,0,.,.,-3,3,-12,3,10
VCAM1 TNFa inh,10,7,5,-19,-4,15,26,1
HUVEC tox IL1B,-16,-11,-15,-23,-6,-23,-29,-11
cytoskel mod,59,-19,.,22,25,-28,-26,5
HUVEC tox TNFa,-32,-6,-1,2,-16,13,22,-21
sEH inh,10,86*,-9,8,5,-4,0,0
sEH activator,-11,-85,6,-7,-7,3,0,0
Calb biofilm kill,4,.,.,0,5,-1,6,-1

#33 Cc1cccc2cc(C#N)c(NCCNC(=S)NCCCN3CCOCC3)nc12
#34 CSc1nc(-c2ccccc2)nn1C(=O)c1ccc(C)cc1
#35 O=C(O)c1cc(S(=O)(=O)N2CCOCC2)ccc1N1CCOCC1
#36 CCOC(=O)N1CCN(S(=O)(=O)c2ccc(C)cc2)C1c1ccccc1 (stereo unspecified)
#37 CN(C)/C=C/C(=O)c1ccc(N2CCN(c3ncc(C(F)(F)F)cc3Cl)CC2)cc1
#38 COc1ccc2c(CC(=O)OCC(=O)c3ccccc3OC)coc2c1
#39 C/C(NCC(C)(C)CN(C)C)=C(/C#N)C(=O)NCc1ccccc1
#40 CCN(CC)CC#CCC(O)(c1ccccc1)C1CCCC1 (stereo unspecified)

Assay by compound,33,34,35,36,37,38,39,40
ERb SRC1 inh,.,.,.,-1[fluorescence artefact?],14[fluorescence artefact?],6[fluorescence artefact?],4,-4
Smad3 FoxH1 inh,.,.,.,-3,12,0,-4,11
VCAM1 TNFa inh,-2,8,3,-4,18,6,2,-3
HUVEC tox IL1B,-4,0,-19,-41,2,5,0,4
cytoskel mod,14,-3,10,19,5,9,46,2
HUVEC tox TNFa,-18,4,-2,-6,-22,9,-19,2
sEH inh,-2,-11,-13,.,4,-6,-12,-5
sEH activator,1,10,16,.,-5,10,15,5
Calb biofilm kill,.,.,.,7,3,7,10,7

Already shown: 2 of the compounds above.
#39 C/C(NCC(C)(C)CN(C)C)=C(/C#N)C(=O)NCc1ccccc1
#40 CCN(CC)CC#CCC(O)(c1ccccc1)C1CCCC1 (stereo unspecified)

Assay by compound,39,40
ERb SRC1 inh,4,-4
Smad3 FoxH1 inh,-4,11
VCAM1 TNFa inh,2,-3
HUVEC tox IL1B,0,4
cytoskel mod,46,2
HUVEC tox TNFa,-19,2
sEH inh,-12,-5
sEH activator,15,5
Calb biofilm kill,10,7

Going on with the list:
#41 CCc1nn(CC(=O)NCCCN2CCc3ccccc3C2)c(=O)c2cc3sccc3n12
#42 CS(=O)(=O)c1ccc2nc(NC(=O)CN3CCN(Cc4ccccc4)CC3)sc2c1
#43 CN(C)c1ccnc(-n2cccc2/C=N/OCc2cccc(F)c2)c1C#N
#44 COc1cc(NC(=O)C2CCC(CNc3c(N4CCC(C)CC4)c(=O)c3=O)CC2)cc(OC)c1 (stereo unspecified)
#45 Cc1nc(SCC#N)c2c(C)c(C)sc2n1
#46 CC(=O)OC1CCC(OC(C)=O)c2c1n([O-])c(C)c(C)[n+]2=O (stereo unspecified)
#47 O=S(=O)(c1ccc(Br)s1)N1CCN(c2ncccn2)CC1
#48 CCOC(=O)C(NCCCO)c1ccccc1 (stereo unspecified)

Assay by compound,41,42,43,44,45,46,47,48
ERb SRC1 inh,-4,5,4[fluorescence artefact?],-2,-1,-5,-1,-1[fluorescence artefact?]
Smad3 FoxH1 inh,3,-9,0,3,2,-6,16,2
VCAM1 TNFa inh,4,2,0,-6,3,4,0,-8
HUVEC tox IL1B,-20,-30,.,5,-119,1,-2,-28
cytoskel mod,-3,-6,-7,1,5,-6,-4,-11
HUVEC tox TNFa,-1,-13,-26,-14,-9,-11,-13,3
sEH inh,-8,0,4,-13,-6,-18,12,.
sEH activator,7,-1,-4,11,0,15,-15,.
Calb biofilm kill,4,5,1,6,3,4,8,5

#49 CN1C(=O)/C(=C\c2ccccc2)Sc2ccc(C(=O)N3CCN(c4ccccn4)CC3)cc21
#50 Cn1cccc1C(=S)N=P(C1CCCCC1)(N1CCOCC1)N1CCOCC1
#51 CNC(=O)c1ccc2snnc2c1
#52 CCCCOC(=O)NC(NCC(O)c1ccccc1)(C(F)(F)F)C(F)(F)F (stereo unspecified)
#53 O=c1[nH]c(CN2CCCCC2)nc2ccccc12
#54 CCCCCCSc1nc(O)c(C2OC(=O)c3c2ccc(OC)c3OC)c(=O)n1-c1ccccc1 (stereo unspecified)
#55 COC(=O)C1=C(C(=O)OC)SC2(S1)C(C(=O)OC)=C(C(=O)OC)SC1=C2c2cc(C)cc(C)c2NC1(C)C
#56 COc1ccc(COCC(O)CN2CC(C)OC(C)C2)cc1OC (stereo unspecified)
#57 CCSC(=Nc1ccccc1)C1=C(O)COC1=O

Assay by compound,49,50,51,52,53,54,55,56,57
ERb SRC1 inh,.,-9,-6,-9,4,0,-8,-1[fluorescence artefact?],-4
Smad3 FoxH1 inh,.,-6,-6,20,-16,-11,12,9,-1
VCAM1 TNFa inh,0,2,5,-4,4,-12,5,13,-4
HUVEC tox IL1B,-31,-3,-1,7,10,6,5,-20,-3
cytoskel mod,7,59,1,-8,-7,13,-2,.,-12
HUVEC tox TNFa,3,-21,11,0,-6,-16,-4,-24,-27
sEH inh,11,-8,-4,6,-19,18,9,2,-10
sEH activator,-11,8,3,-4,17,-16,-7,-6,11
Calb biofilm kill,.,6,8,1,1,-3,3,5,-1
